Screening data: PubChem BioAssay, several laboratories
CHT allo act = human CHT allosteric activation. B-score at 10 µM. Q9GZV3. actives 0.49% (n = 310,000). CHT-expressing cells, membrane potential dye, choline EC20; active compounds read high; LV-AA mutant CHT in HEK293 cells. AID 488977;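 active = initial fluorescence not abnormally high and integrated response B-score, plate-corrected, over 3 SD above library mean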
Target sequence (Q9GZV3 whole entry, looked up): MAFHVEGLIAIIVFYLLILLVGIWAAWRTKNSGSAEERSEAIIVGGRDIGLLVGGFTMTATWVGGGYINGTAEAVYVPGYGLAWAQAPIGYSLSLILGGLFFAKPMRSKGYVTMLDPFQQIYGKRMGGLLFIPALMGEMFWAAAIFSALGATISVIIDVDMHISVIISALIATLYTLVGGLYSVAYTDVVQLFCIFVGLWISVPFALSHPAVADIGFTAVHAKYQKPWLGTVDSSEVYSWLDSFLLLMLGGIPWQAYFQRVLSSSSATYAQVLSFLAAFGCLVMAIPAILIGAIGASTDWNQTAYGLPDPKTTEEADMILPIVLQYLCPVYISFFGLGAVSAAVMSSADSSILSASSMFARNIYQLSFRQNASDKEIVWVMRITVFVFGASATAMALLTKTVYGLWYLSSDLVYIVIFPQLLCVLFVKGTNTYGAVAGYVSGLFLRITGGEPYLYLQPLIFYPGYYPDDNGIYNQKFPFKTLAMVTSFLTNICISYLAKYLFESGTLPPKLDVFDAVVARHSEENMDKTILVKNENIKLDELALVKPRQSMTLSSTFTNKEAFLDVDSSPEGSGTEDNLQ
OX1R antagonist = antagonists of human orexin 1 receptor; O43613; CHO/OX1R cells, Fluo-8 calcium fluorescence, orexin A; inhibition, % at 5 µM; actives 0.43% (n = 330,000);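 active = inhibition above its plate's threshold, mean inhibition of all tested compounds on the plate plus 3 SD, cut at about 37% in these data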;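 also: 0% = orexin A challenge wells and 100% = SB-334867-A antagonist wells; not every result past the cut was called active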
Target sequence (O43613 whole entry, looked up): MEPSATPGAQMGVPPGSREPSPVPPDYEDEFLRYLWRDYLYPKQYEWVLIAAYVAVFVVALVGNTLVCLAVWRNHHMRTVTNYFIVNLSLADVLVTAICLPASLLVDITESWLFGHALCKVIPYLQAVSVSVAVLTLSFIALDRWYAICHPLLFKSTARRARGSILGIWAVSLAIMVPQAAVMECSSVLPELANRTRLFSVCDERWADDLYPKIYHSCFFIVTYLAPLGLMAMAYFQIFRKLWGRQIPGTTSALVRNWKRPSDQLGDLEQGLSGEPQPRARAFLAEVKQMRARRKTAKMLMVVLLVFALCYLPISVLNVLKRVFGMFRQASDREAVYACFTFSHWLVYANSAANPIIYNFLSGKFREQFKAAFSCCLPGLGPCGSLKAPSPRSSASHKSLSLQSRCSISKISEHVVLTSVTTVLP
* = called active by the depositor. This is a random part of the collection. About 0.8% of those tested had a hit in this group.

`O=C(CSc1ncccc1-c1nc2ccccc2[nH]1)NCc1ccco1` gave CHT allo act inactive and OX1R antagonist -9.
C(=C\c1ccccc1)/CSc1nnc(-c2cnccn2)n1Cc1ccco1 was read as CHT allo act inactive and OX1R antagonist -13.
For O=C(CNC(=O)c1ccccc1F)OCc1nc2ccc(Cl)cc2n1CCO the results were OX1R antagonist -4.
CCN(C(=O)COC(=O)/C=C/c1ccc(S(=O)(=O)N2CCc3ccccc32)cc1)C1CCS(=O)(=O)C1 (configuration not stated) was read as CHT allo act inactive and OX1R antagonist -25.
For CCOC(=O)C1CCCN(C(=O)Cn2nc(Cc3cccnc3)c3ccccc3c2=O)C1 (configuration not stated) the results were CHT allo act inactive and OX1R antagonist -20.
Screening C=CCC(=O)N(CC)CC1CCCN(CCc2cccc(F)c2)C1 (configuration not stated) returned CHT allo act inactive.
Screening COc1ccc(NC(=O)C(OC)c2ccccc2)cc1Cl (configuration not stated) returned CHT allo act inactive and OX1R antagonist -8.
O=C(CNCc1ccccc1Cl)Nc1ccccc1N1CCCCC1 was read as CHT allo act inactive and OX1R antagonist -12.
`Cn1c2ccccc2c(=O)c2c(=O)n(-c3ccccc3)c(C3CCCCC3)nc21` gave CHT allo act inactive and OX1R antagonist -24.
O=C(CS(=O)CC(=O)Nc1cccc2c1CCCC2)Nc1ccc(F)cc1 (configuration not stated) was read as CHT allo act inactive and OX1R antagonist -25.
`O=C(OCc1nc2ccsc2c(=O)[nH]1)c1ccc(Cl)s1` gave CHT allo act inactive and OX1R antagonist -20.
`CS(=O)(=O)NNC(=O)Cn1nnc(-c2ccc(OCc3ccccc3Cl)cc2)n1` gave CHT allo act inactive and OX1R antagonist 13.

The final two compounds of the part above come first, to join the parts:
`O=C(OCc1nc2ccsc2c(=O)[nH]1)c1ccc(Cl)s1` gave CHT allo act inactive and OX1R antagonist -20.
`CS(=O)(=O)NNC(=O)Cn1nnc(-c2ccc(OCc3ccccc3Cl)cc2)n1` gave CHT allo act inactive and OX1R antagonist 13.
For Cc1cccc(-c2noc(CCC(=O)NC3CCCCC3)n2)c1 the results were CHT allo act inactive and OX1R antagonist -12.
For Cc1ccc(C(=O)OCC(=O)NCCC2=CCCCC2)s1 the results were CHT allo act inactive and OX1R antagonist -36.
For CC(/C=N/NC(=O)Cn1nccc1C)=C\c1ccc(C(C)C)cc1 the results were CHT allo act inactive and OX1R antagonist -18.
COc1ccc(CCNC(=O)C23CCC(C)(C(=O)C2Br)C3(C)C)cc1OC (configuration not stated) was read as CHT allo act inactive and OX1R antagonist -13.
Screening NC(=O)COc1ccc(/C=N/NS(=O)(=O)c2ccccc2)cc1 returned CHT allo act inactive and OX1R antagonist -10.
CCOC(=O)CN(C(=O)CSc1nnc(-c2ccc(OC)c(OC)c2)o1)c1ccc(F)cc1 was read as CHT allo act inactive and OX1R antagonist -19.
C=CCOc1ccc(Oc2cc(C)nc(SC)n2)nn1 was read as CHT allo act inactive and OX1R antagonist -18.
N#Cc1c(Cl)nsc1NC(=O)c1ccccc1 was read as CHT allo act inactive and OX1R antagonist -5.
Screening Fc1ccc(N2CCN(C(=S)NCc3ccco3)CC2)cc1 returned CHT allo act inactive and OX1R antagonist -15.
CCOCCn1c(N2CCN(c3ccc(OC)cc3)CC2)nc2c1c(=O)[nH]c(=O)n2C was read as CHT allo act inactive and OX1R antagonist -5.
For c1ccc(CN2CCN(c3nc(-c4ccccc4)nc(-n4ccnc4)n3)CC2)cc1 the results were CHT allo act inactive and OX1R antagonist -47.
Screening CCCCN(CCCC)CCNC(=O)CNC(=O)c1cccs1 returned CHT allo act inactive and OX1R antagonist -8.
`CCn1c(N2CCN(S(=O)(=O)c3ccc(Cl)cc3)CC2)nc2ccccc21` gave CHT allo act inactive and OX1R antagonist -5.
Cc1ccc(C(=O)OCC(=O)Nc2ccc(F)c(Cl)c2)o1 was read as OX1R antagonist 1.
For COc1ccc(Nc2cc(Cl)nc(N)n2)cc1OC the results were CHT allo act inactive and OX1R antagonist -20.
For COc1cccc(CNC(=O)CNC(=O)N2CC(=O)Nc3ccccc32)c1 the results were CHT allo act inactive and OX1R antagonist -11.
For CS(=O)(=O)N(Cc1ccc(Cl)cc1)c1ccc(C(=O)NCC2CCCO2)cc1 (configuration not stated) the results were CHT allo act inactive and OX1R antagonist -15.
COc1ccc(/C=C/C(=O)N2CCN(S(=O)(=O)c3ccccc3Br)CC2)cc1OC was read as OX1R antagonist -8.
Screening O=C(Nc1ccc(N2CCOCC2)nc1)c1ccccc1Cl returned CHT allo act inactive and OX1R antagonist -19.
For O=[N+]([O-])c1ccc2c(c1)nc1n2CCN(CC2CCCO2)C1 (configuration not stated) the results were CHT allo act inactive and OX1R antagonist -14.
CC(C)(C)c1ccc(C(=O)NC(=O)COC(=O)c2ccc(Br)o2)cc1 was read as OX1R antagonist 2.
Cc1ccnc(NC(=O)Nc2ccc3c(c2)OCO3)c1 was read as CHT allo act inactive and OX1R antagonist -7.
`Cc1ccnc(-n2c(C)cc(C=O)c2C)c1` gave CHT allo act inactive and OX1R antagonist -7.
`CNC(=O)c1cc2cc(OC)ccc2oc1=O` gave CHT allo act inactive and OX1R antagonist -1.

14 structures already listed, ordered by molecular weight, lowest first:
`Cc1ccnc(-n2c(C)cc(C=O)c2C)c1` gave CHT allo act inactive and OX1R antagonist -7.
`CNC(=O)c1cc2cc(OC)ccc2oc1=O` gave CHT allo act inactive and OX1R antagonist -1.
N#Cc1c(Cl)nsc1NC(=O)c1ccccc1 was read as CHT allo act inactive and OX1R antagonist -5.
Cc1ccnc(NC(=O)Nc2ccc3c(c2)OCO3)c1 was read as CHT allo act inactive and OX1R antagonist -7.
Screening O=C(Nc1ccc(N2CCOCC2)nc1)c1ccccc1Cl returned CHT allo act inactive and OX1R antagonist -19.
Screening Fc1ccc(N2CCN(C(=S)NCc3ccco3)CC2)cc1 returned CHT allo act inactive and OX1R antagonist -15.
Screening CCCCN(CCCC)CCNC(=O)CNC(=O)c1cccs1 returned CHT allo act inactive and OX1R antagonist -8.
For COc1cccc(CNC(=O)CNC(=O)N2CC(=O)Nc3ccccc32)c1 the results were CHT allo act inactive and OX1R antagonist -11.
For c1ccc(CN2CCN(c3nc(-c4ccccc4)nc(-n4ccnc4)n3)CC2)cc1 the results were CHT allo act inactive and OX1R antagonist -47.
`CCn1c(N2CCN(S(=O)(=O)c3ccc(Cl)cc3)CC2)nc2ccccc21` gave CHT allo act inactive and OX1R antagonist -5.
CC(C)(C)c1ccc(C(=O)NC(=O)COC(=O)c2ccc(Br)o2)cc1 was read as OX1R antagonist 2.
For CS(=O)(=O)N(Cc1ccc(Cl)cc1)c1ccc(C(=O)NCC2CCCO2)cc1 (configuration not stated) the results were CHT allo act inactive and OX1R antagonist -15.
CCOCCn1c(N2CCN(c3ccc(OC)cc3)CC2)nc2c1c(=O)[nH]c(=O)n2C was read as CHT allo act inactive and OX1R antagonist -5.
COc1ccc(/C=C/C(=O)N2CCN(S(=O)(=O)c3ccccc3Br)CC2)cc1OC was read as OX1R antagonist -8.

The listing continues.
O=C1NC2(C=Cc3c(ccc4ccccc34)O2)Oc2ccccc21 (configuration not stated) was read as CHT allo act inactive and OX1R antagonist 1.
`O=C(Oc1cccc2ccccc12)c1ccncc1` gave CHT allo act inactive and OX1R antagonist 6.
Screening CCOC(=O)N1CCN(c2c(NCC3CCN(Cc4cccc(C)c4)CC3)c(=O)c2=O)CC1 returned CHT allo act inactive and OX1R antagonist -7.
For O=C(Cc1nc2ccccc2s1)c1ccc(O)cc1O the results were CHT allo act inactive and OX1R antagonist 1.
`CCOC(=O)Cn1cnc2c(C#N)c3n(c2c1=O)CCCCC3` gave CHT allo act inactive and OX1R antagonist 1.
For CCOC(=O)c1sc(NC(=O)Nc2ccccc2Cl)cc1C the results were CHT allo act inactive and OX1R antagonist 0.
CC(C)(C)NC(=O)C(c1cccnc1)N(C(=O)c1csnn1)c1ccccc1 (configuration not stated) was read as CHT allo act inactive and OX1R antagonist -7.
Screening CCS(=O)(=O)N1CCC(C(=O)Oc2ccccc2)CC1 returned CHT allo act inactive and OX1R antagonist -27.
For CC(C)OC(=O)/C(=C/c1ccc2c(c1)c1ccccc1n2C)NC(=O)c1ccccc1 the results were CHT allo act inactive and OX1R antagonist -22.
For Cc1cnn(C(=S)NCc2ccc(Cl)cc2)c1 the results were CHT allo act inactive and OX1R antagonist 1.
CC(C)(C)c1ccc(Oc2ccc(NC(=O)c3cccs3)cn2)cc1 was read as CHT allo act inactive and OX1R antagonist -18.
COc1cccc(/C(O)=C2/C(=O)C(=O)N(CCN3CCOCC3)C2c2cccs2)c1 (configuration not stated) was read as CHT allo act inactive and OX1R antagonist -4.
`CCC1CCCCN1C(=S)Nc1ccc(OC(F)F)cc1` (configuration not stated) gave CHT allo act inactive and OX1R antagonist -4.
`COc1ccccc1NC(=O)NC1(C(=O)N2CCC(C)CC2)CCCCC1` gave CHT allo act inactive and OX1R antagonist -18.
For COc1ccc(/C=C/C(=O)Nc2sc(Cc3ccccc3)c(C)c2C(N)=O)cc1 the results were CHT allo act inactive and OX1R antagonist -21.
Screening CC(C)CCNC(=O)c1cc([N+](=O)[O-])ccc1N1CCOCC1 returned CHT allo act inactive and OX1R antagonist -14.
`NC(=O)C1CC(=O)N(CCc2ccc(F)cc2)C1` (configuration not stated) gave CHT allo act inactive and OX1R antagonist -10.
`c1ccc(Oc2nc(Oc3ccccc3)nc(N3CCOCC3)n2)cc1` gave CHT allo act inactive and OX1R antagonist -22.
Screening COc1ccccc1C(=O)COC(=O)CCCN=C1NS(=O)(=O)c2ccccc21 returned CHT allo act inactive and OX1R antagonist -12.
For CCOC(=O)c1cnc2c(Cl)c(Cl)ccc2c1NCCN1CCOCC1 the results were CHT allo act inactive and OX1R antagonist -24.
`Cc1ccc(N(CC(=O)NCc2ccc(F)cc2)S(=O)(=O)c2c(C)nn(C)c2C)cc1` gave CHT allo act inactive and OX1R antagonist -29.
For O=C(NCC(=O)N1CCN(c2ccccc2)CC1)c1ccco1 the results were CHT allo act inactive and OX1R antagonist -8.
COc1cc(OC)c2ccc(=O)oc2c1C(CC(=O)N1CCCC1)c1ccc(N(C)C)cc1 (configuration not stated) was read as CHT allo act inactive and OX1R antagonist -40.
`CC(=O)NC(Cc1ccccc1)C(=O)NC(Cc1ccccc1)C(=O)O` (configuration not stated) gave CHT allo act inactive and OX1R antagonist -5.
For COc1ccc(NC(=O)CN2C(=O)NC3(CC(C)CC(C)(C)C3)C2=O)cc1S(=O)(=O)N1CCCCC1 (configuration not stated) the results were CHT allo act inactive and OX1R antagonist -22.
For Fc1ccccc1C(c1nnnn1C1CCCC1)N1CCN(Cc2ccccc2)CC1 (configuration not stated) the results were CHT allo act inactive and OX1R antagonist -22.
CCc1csc(CCNC(=O)C2CCC(=O)N(CCOC)C2)n1 (configuration not stated) was read as CHT allo act inactive and OX1R antagonist 3.
`Cn1c(=O)cc(SCC(=O)NCCCN2CCOCC2)c2ccc(Cl)cc21` gave CHT allo act inactive and OX1R antagonist -1.
S=C(Nc1cc(Cl)cc(Cl)c1)N1CCN(c2ccccn2)CC1 was read as CHT allo act inactive.
For CCCN(CC(=O)Nc1ccc(C(C)=O)cc1)CC(=O)Nc1ccccc1C the results were CHT allo act inactive and OX1R antagonist -9.
`Cc1cc(C)cc(NC(=O)C(=O)NCCc2c[nH]c3ccccc23)c1` gave CHT allo act inactive and OX1R antagonist -24.
`Cc1ccccc1S(=O)(=O)Cc1ccc(C(=O)NCCCN2CCCC(C)C2)o1` (configuration not stated) gave CHT allo act inactive and OX1R antagonist -21.
For N#CC1=C(N)OC2=C(C(=O)CCC2)C1c1ccsc1 (configuration not stated) the results were CHT allo act inactive and OX1R antagonist -16.
For COC(=O)[C@@]1(Cc2ccc(OC)cc2)[C@@H]2C(=CC(=O)[C@H]2CC(=O)C(=O)N2CCCC2)CN1C(=O)c1ccccc1 the results were CHT allo act inactive and OX1R antagonist -28.
O=C(c1ccccc1)N1N=C(C(F)(F)F)CC1(O)c1ccccc1 (configuration not stated) was read as CHT allo act inactive and OX1R antagonist -9.
C[C@@H](CN1CCC[C@H]1CN1C(N)=NC[C@@H]1Cc1ccccc1)N1C[C@@H](Cc2ccccc2)N(CCCC2CCCC2)C1=N was read as OX1R antagonist -10.
Screening CN(Cc1ccccc1)c1ccc(S(=O)(=O)N2CCC(C(=O)O)CC2)cc1[N+](=O)[O-] returned CHT allo act inactive and OX1R antagonist -2.
`CC(C)CN1CC(=O)N2C(c3ccccc3)c3[nH]c4ccccc4c3C[C@H]2C1=O` (some centres not stated) gave CHT allo act inactive and OX1R antagonist -12.
Screening CC(C)(C)c1ccc(OCC(=O)NNC(=O)C2CCCO2)cc1 (configuration not stated) returned CHT allo act inactive and OX1R antagonist 10.
O=C1CCC2S/C(=C/Nc3ccc(C(F)(F)F)cc3)C(=O)N12 (configuration not stated) was read as CHT allo act inactive and OX1R antagonist -14.
For Cc1cccc(C)c1NC(=O)CNC(=O)c1ccc(S(=O)(=O)NCc2ccco2)cc1 the results were OX1R antagonist 2.
COc1ccc(CCNCc2ccccc2N2CCCC2)cc1 was read as CHT allo act inactive and OX1R antagonist -34.
Screening Cc1nn(-c2ccccc2)c2c1C(c1ccc(F)cc1F)C(C#N)=C(N)O2 (configuration not stated) returned CHT allo act inactive and OX1R antagonist -6.
For CCCCn1c2c(c(=O)n(C)c1=O)C(CC(=O)OCC(=O)Nc1cccc(C(F)(F)F)c1)C(=O)N2 (configuration not stated) the results were CHT allo act inactive and OX1R antagonist -4.
